# CHRM4 PAM: positive allosteric modulators of human muscarinic M4 receptor. P08173. CHO-K1 hM4/Gqi5, Fluo-8 calcium fluorescence, ACh EC20; 0% = ACh EC20, 100% = maximal ACh. activation, % at 3 µM. 360,000 compounds, 0.4% hits;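 active = activation above its plate's cutoff, the mean activation of sample wells plus 3 SD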; note: some results filed as inactive read as strong as hits
# CHRM4 agonist: CHRM4 agonism in calcium assay; 360,000 compounds, 0.14% hits; AID 624127; P08173; CHO-K1 hM4/Gqi5, Fluo-8 calcium fluorescence; vehicle 0%, full acetylcholine response 100%; activation, % at 3 µM;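 active = activation above the run mean over all test wells plus 3 SD, cut at about 32% in these data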;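 note: peak over basal fluorescence ratio per well then scaled between controls; 0% = DMSO wells and 100% = acetylcholine at EC100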
# CRFR2-BP ag: agonists of human CRF-binding protein/CRF-R2 receptor complex; HEK293 CRF-R2/CRF-BP, calcium dye fluorescence (FLIPR); percent of saturating CRF peptide response; activation, % at 13.2 µM; 350,000 compounds, 0.46% hits; AID 588473;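 active = activation of at least 50%, plus an integration ratio under a set limit after plate pattern correction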;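 note: plate controls were neutral control wells without compound for no effect and CRF at EC100 for full effect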
# M1 PAM: positive allosteric modulators of human M1 muscarinic receptor | activation, % at 3 µM | CHO-K1 hM1, Fluo-8 calcium fluorescence, ACh EC20; 0% = ACh EC20, 100% = maximal ACh | 360,000 compounds, 0.088% hits | AID 588819 | P11229; in the data active = activation above about 19%, passing the limit was not always enough
# Target sequence (P11229 whole entry, looked up): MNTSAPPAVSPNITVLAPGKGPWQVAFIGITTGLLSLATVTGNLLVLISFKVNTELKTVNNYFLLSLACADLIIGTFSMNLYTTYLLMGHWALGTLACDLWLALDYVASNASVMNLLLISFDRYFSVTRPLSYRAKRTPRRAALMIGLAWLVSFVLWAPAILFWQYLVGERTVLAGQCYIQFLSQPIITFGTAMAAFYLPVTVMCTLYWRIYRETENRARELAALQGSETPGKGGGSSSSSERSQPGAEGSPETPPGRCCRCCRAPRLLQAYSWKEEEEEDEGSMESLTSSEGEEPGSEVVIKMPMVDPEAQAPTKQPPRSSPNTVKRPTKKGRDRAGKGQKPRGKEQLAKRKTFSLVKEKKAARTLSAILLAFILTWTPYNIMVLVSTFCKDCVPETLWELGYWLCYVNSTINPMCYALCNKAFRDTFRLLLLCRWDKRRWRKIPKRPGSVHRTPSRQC
# M4 antag: blocks acetylcholine activation of human M4 receptor; CHO-hM4 cells, ACh EC80, Fluo-8 calcium fluorescence; inhibition, % at 3 µM; 360,000 compounds, 0.73% hits; AID 624125;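 active = inhibition above its plate's cutoff, the mean inhibition of sample wells plus 3 SD, cut at about 27% in these data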;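 note: 0% = acetylcholine EC80 with DMSO and 100% = DMSO without agonist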
# CHRM5 PAM: CHRM5 positive allosteric modulation | CHO-K1 hM5, Fluo-8 calcium, ACh EC20 PAM; 0% = ACh EC20, 100% = ACh EC100 | activation, % at 3 µM | 360,000 compounds, 0.3% hits | AID 624038;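 active = activation above the run cutoff, the mean activation of all test compounds plus 3 SD, cut at about 18% in these data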
# Target sequence (P08912 whole entry, looked up): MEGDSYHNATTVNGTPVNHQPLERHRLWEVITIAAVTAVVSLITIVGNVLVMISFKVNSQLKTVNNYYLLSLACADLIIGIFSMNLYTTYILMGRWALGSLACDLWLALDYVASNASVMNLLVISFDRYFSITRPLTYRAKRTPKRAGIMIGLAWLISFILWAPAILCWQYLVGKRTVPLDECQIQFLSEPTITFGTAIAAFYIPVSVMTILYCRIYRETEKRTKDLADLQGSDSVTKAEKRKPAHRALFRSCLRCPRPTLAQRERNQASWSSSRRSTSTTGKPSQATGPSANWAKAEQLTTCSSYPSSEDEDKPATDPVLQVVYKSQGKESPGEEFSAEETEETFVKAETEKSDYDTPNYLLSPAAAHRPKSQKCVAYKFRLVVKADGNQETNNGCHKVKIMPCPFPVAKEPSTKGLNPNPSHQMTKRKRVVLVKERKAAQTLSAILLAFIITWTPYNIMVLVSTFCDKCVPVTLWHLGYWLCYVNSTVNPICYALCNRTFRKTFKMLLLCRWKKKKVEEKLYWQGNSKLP
#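 Test system: CHO-K1 hM5 cells / Doses: single-point, 3 µM nominal / Times: Post-acetylcholine fluorescence recording 140 s / Technique: Fluo-8 calcium fluorescence / Measure: Max/basal fluorescence ratio as % of EC20–EC100 ACh window / Benchmarks: low control EC20 acetylcholine (0%), high control EC100 acetylcholine (100%) / Replicates: one well per compound, no replicates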
# CHRM1 antagonist: antagonists of human M1 muscarinic receptor. inhibition, % at 3 µM. 360,000 compounds, 1.3% hits. CHO-K1 hM1, Fluo-8 calcium fluorescence, ACh EC80 antagonist. AID 588852;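 active = percent inhibition above its own plate's cutoff, namely the mean of that plate's compound wells plus 3 SD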;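 note: peak over basal fluorescence ratio during 140 s after agonist addition; 0% = ACh EC80 plus DMSO and 100% = DMSO alone without agonist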
# M5 antag: CHRM5 antagonism in calcium assay. P08912. CHO-hM5 cells, Fluo-8 calcium fluorescence, ACh EC80. inhibition, % at 3 µM. 360,000 compounds, 0.59% hits. AID 624040;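 active = inhibition above a per-plate cutoff, the mean of that plate's test compounds plus 3 SD, cut at about 27% in these data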;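 note: 0% = acetylcholine EC80 with DMSO and 100% = DMSO without agonist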
# CHRM5 agonist: CHRM5 agonism in calcium assay; P08912; CHO-K1 hM5 cells, Fluo-8 calcium fluorescence; 0% DMSO wells, 100% maximal acetylcholine response; activation, % at 3 µM; 360,000 compounds, 0.19% hits; AID 624037;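 active = activation above the run's mean over test compounds plus 3 SD, cut at about 23% in these data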;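 note: signal is peak over basal fluorescence ratio across the kinetic read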
# Active calls of the source: *; / = not tested or not shown.
1) CC(C)(C)NC(=O)CN(C(=O)C(=O)Nc1ccc2c(c1)OCCO2)C1CCCC1
2) CCN(CC)C(=O)[C@H]1C[C@H](CC(=O)NC/C=C(\C)CCC=C(C)C)C(=O)N2CCc3c([nH]c4cc(CCC(=O)N(C)C)ccc34)[C@]12C
3) Cc1ccccc1-n1c(SCC(=O)NCC2CCCO2)nc2c([nH]c3ccccc32)c1=O (stereo not drawn)
4) CC(=O)c1ccc(NC(=O)Nc2ccncc2)cc1
5) Cc1ccc(-c2nc(NCCN3CCOCC3)c3ccccc3n2)cc1
6) O=S(=O)(c1cccs1)n1nnc2ccccc21
7) CCCNC(=O)CN1C(=O)NC(Cc2c[nH]c3ccccc23)C1=O (stereo not drawn)
8) COc1ccc(OC)c(/C=C2\NC(=O)NC2=O)c1

Screen / compound no.	1	2	3	4	5	6	7	8
CHRM4 PAM	-6	-4	8	-5	-5	2	-5	-2
CHRM4 agonist	0	11	5	4	8	0	-1	2
CRFR2-BP ag	-1.0	0.1	1.4	1.3	0.1	3.9	10	-0.2
M1 PAM	5	9	8	2	5	6	-3	1
M4 antag	2	-13	-9	-5	-5	-5	3	-8
CHRM5 PAM	0	-4	2	-2	0	-3	-3	-1
CHRM1 antagonist	-10	-17	-4	2	-24	-4	10	1
M5 antag	14	18	-3	8	-2	1	14	0
CHRM5 agonist	-3	-3	1	3	2	-2	-4	1

9) C[C@@H](NC(=O)C(=O)c1c[nH]c2ccccc12)c1ccccc1
10) CCOc1ccccc1Nc1nc(N)nc(CSc2nncn2C)n1
11) CCCCOCCCN1CC(=O)N2[C@@H](Cc3c([nH]c4ccccc34)C2(C)C)C1=O
12) COc1c2ccoc2cc2oc(C)cc(=O)c12
13) COC(=O)/C(=C\c1ccc([N+](=O)[O-])cc1)NC(=O)c1ccccc1
14) CCOc1ccc(/C=C2\SC(N3CCCCC3)=NC2=O)cc1
15) O=C(Cn1cnc2c(nnn2Cc2ccc(F)cc2)c1=O)N1CCCCC1
16) O=C(/C=C/c1ccc[nH]1)c1ccc(F)cc1

Screen / compound no.	9	10	11	12	13	14	15	16
CHRM4 PAM	7	1	-10	-4	-2	5	2	0
CHRM4 agonist	0	0	12	1	1	0	1	1
CRFR2-BP ag	-0.3	-3.2	1.2	-0.8	-2.1	-6.7	-4.2	2.2
M1 PAM	1	-1	0	1	7	11	3	-7
M4 antag	-23	6	-6	-2	-2	-2	2	-5
CHRM5 PAM	-11	-3	-16	1	-6	-2	0	-10
CHRM1 antagonist	-9	1	11	-4	2	-13	2	8
M5 antag	9	1	6	0	7	1	1	13
CHRM5 agonist	1	-2	-2	4	4	-6	2	1

17) O=C(CSc1ncccn1)NC1CCCC1
18) COc1ccc(C(=O)Nc2c(N)nc(SCC(=O)N3CCC(C)CC3)[nH]c2=O)cc1OC
19) OCCC#Cc1ccc(CN2CCN(Cc3ccsc3)C(CCO)C2)cc1 (stereo not drawn)
20) Cc1nc2ccccc2c(-c2ccccc2)c1C(=O)c1ccccc1
21) COC(=O)C1CC(=O)N(c2ccc(C)cc2)C1 (stereo not drawn)
22) CNC(=O)COC(=O)c1ccc(Cl)c(S(N)(=O)=O)c1
23) O=C(CC1N=C2c3ccccc3N=C(SCc3ccc(Cl)cc3)N2C1=O)NCc1ccco1 (stereo not drawn)
24) COc1cccc(NC(=O)C2CCC(CNC(=O)[C@@H]3Cc4ccccc4CN3)CC2)c1 (stereo partly drawn)

Screen / compound no.	17	18	19	20	21	22	23	24
CHRM4 PAM	1	-5	-2	13	7	-8	9	2
CHRM4 agonist	1	16	1	-3	1	0	1	1
CRFR2-BP ag	-1.5	-5.8	-2.3	0.7	0.1	0.2	7.3	0.0
M1 PAM	10	-7	9	10	15	21	4	9
M4 antag	-12	1	0	-11	-5	4	2	-6
CHRM5 PAM	0	-13	1	4	4	-5	4	-6
CHRM1 antagonist	-22	5	-7	-2	-6	-30	-5	-15
M5 antag	-1	18	2	-12	-8	0	-4	13
CHRM5 agonist	0	4	-5	-8	1	-4	-6	-9

25) CC(=O)NNC(=O)CSc1nnc(-c2ccccc2)c(-c2ccccc2)n1
26) COc1ccc(OC)c(-n2nnnc2SCC(=O)NCCc2ccccc2)c1
27) NS(=O)(=O)c1ccc(CNC(=O)Cn2nc(C(F)F)cc2C(F)F)cc1
28) COC(=O)[C@H](CCSC)NC(=O)Nc1cccc(Br)c1
29) O=C(Nc1cccc(C(F)(F)F)c1)C12CC3CC(CC(C3)C1)C2
30) CCOc1cc(NC(=O)C2CCCCC2)c(OCC)cc1NC(=O)c1ccccn1
31) COC(=O)C1CN(C(=O)C(C)Oc2cccc(C)c2C)c2ccccc2O1 (stereo not drawn)
32) COc1ccc(Cc2nnc(SC(C)C(=O)Nc3ccc(C(N)=O)cc3)o2)cc1 (stereo not drawn)

Screen / compound no.	25	26	27	28	29	30	31	32
CHRM4 PAM	1	7	9	0	-3	2	8	-6
CHRM4 agonist	1	7	1	0	0	1	1	0
CRFR2-BP ag	0.3	-5.7	0.2	-0.8	5.3	1.1	-2.3	1.6
M1 PAM	16	3	2	13	1	14	9	7
M4 antag	-13	-19	1	-4	9	2	-18	3
CHRM5 PAM	13	-7	-7	-1	0	8	0	-2
CHRM1 antagonist	-22	-10	-1	-19	-13	-11	-3	-7
M5 antag	-5	-6	9	9	1	-3	1	5
CHRM5 agonist	-4	0	3	-4	2	1	-4	-1

33) S=C(NCCCN1CCOCC1)N1CCN(c2ccccc2)CC1
34) Cc1ccccc1CSc1nnnn1-c1ccc(C(N)=O)cc1
35) COc1ccc(C)cc1Nc1nc(-c2ccccc2O)nc2ccccc12
36) CSc1ncccc1C(=O)Nc1ccc(S(=O)(=O)Nc2nccs2)cc1
37) CC1CCCCN1C(=O)/C=C/c1ccccc1[N+](=O)[O-] (stereo not drawn)
38) Cc1ccc2nc(-c3ccc(NS(C)(=O)=O)cc3)cc(-c3ccccc3)c2c1
39) O=C(NCc1ccccc1CN1CCCC1)c1ccc(Cl)c(S(=O)(=O)N2CCCC2)c1
40) CCCCN(C)C(=O)CNC(=O)c1nn(-c2ccc(OC)cc2OC)c(=O)c2ccccc12

Screen / compound no.	33	34	35	36	37	38	39	40
CHRM4 PAM	-4	0	-1	-1	0	-6	-2	2
CHRM4 agonist	1	5	0	1	1	1	2	0
CRFR2-BP ag	0.1	-0.2	-1.4	-0.1	-0.1	6.2	0.6	-1.8
M1 PAM	2	3	7	-4	0	-5	-12	12
M4 antag	0	1	0	2	1	4	-6	-7
CHRM5 PAM	0	-3	-1	-3	0	0	-1	-1
CHRM1 antagonist	-5	-2	-13	4	-4	16	26	-9
M5 antag	1	8	6	-3	-3	1	0	4
CHRM5 agonist	-2	0	0	0	-6	-1	-10	-3

# Full records, quoted from the list. Order of values: CHRM4 PAM	CHRM4 agonist	CRFR2-BP ag	M1 PAM	M4 antag	CHRM5 PAM	CHRM1 antagonist	M5 antag	CHRM5 agonist
# COc1ccc(C)cc1Nc1nc(-c2ccccc2O)nc2ccccc12 is listed as -1	0	-1.4	7	0	-1	-13	6	0
# CSc1ncccc1C(=O)Nc1ccc(S(=O)(=O)Nc2nccs2)cc1 is listed as -1	1	-0.1	-4	2	-3	4	-3	0
# CCCCN(C)C(=O)CNC(=O)c1nn(-c2ccc(OC)cc2OC)c(=O)c2ccccc12 is listed as 2	0	-1.8	12	-7	-1	-9	4	-3
# CC1CCCCN1C(=O)/C=C/c1ccccc1[N+](=O)[O-] (stereo not drawn) is listed as 0	1	-0.1	0	1	0	-4	-3	-6

# (continued)
41) S=c1[nH]nc(C2CCCCC2)n1/N=C/c1ccc(Br)cc1
42) COCCCN(C(=O)Cc1ccc(S(=O)(=O)N2CCOCC2)s1)c1c(N)n(Cc2ccccc2)c(=O)[nH]c1=O
43) Cc1cc(C)cc(N(CC(=O)Nc2ccc(C)cc2Cl)S(=O)(=O)c2c(C)[nH]c(=O)[nH]c2=O)c1
44) Cc1csc(SCC(=O)Nc2sccc2C#N)n1
45) CN1CCC(N(C)C(=S)NC(=O)C23CC4CC(CC(C4)C2)C3)CC1
46) CCCn1cc(S(=O)(=O)c2ccc(C)cc2)c(=O)c2cc(OCC)ccc21
47) CC(C)=CC(=O)OCC(=O)NC(=O)NC(C)(C)C
48) COc1ccc(NC(=O)CC2C(=O)N(c3ccc(Cl)cc3)C(=S)N2NC(=O)c2cccc(F)c2)cc1 (stereo not drawn)

Screen / compound no.	41	42	43	44	45	46	47	48
CHRM4 PAM	11	1	0	9	4	7	7	6
CHRM4 agonist	0	1	3	1	0	1	0	3
CRFR2-BP ag	-1.7	16	-0.1	1.6	-1.8	-1.4	-1.4	0.0
M1 PAM	-3	-1	0	10	13	9	8	4
M4 antag	-3	9	-1	-6	2	1	9	-15
CHRM5 PAM	-6	-3	-5	8	15	-1	1	1
CHRM1 antagonist	-2	8	-1	-13	-7	0	-30	-9
M5 antag	2	10	6	0	3	8	7	-8
CHRM5 agonist	-2	1	-1	4	-1	-2	0	3

49) NS(=O)(=O)c1ccc(NC(=S)NC(=O)/C=C/c2ccco2)cc1
50) Cc1cc(C)c(S(=O)(=O)N2CCCCC2CCNC(=O)C(=O)NCCN2CCOCC2)c(C)c1 (stereo not drawn)
51) O=C(OCc1cnc(Cl)s1)c1ccccc1Cl
52) Cc1cccc(C#Cc2ccccc2)n1
53) CC(C)n1nnnc1C1c2ccccc2C(=O)N1Cc1ccco1 (stereo not drawn)
54) Cn1nc(C(F)(F)F)c(-c2ccccc2)c1NC(=O)c1ccco1
55) O=C(Nc1cccc(F)c1)c1cccnc1N1CCOCC1
56) CC(C)c1nc(SCC(=O)NC2CCCCC2)c2ccccc2n1

Screen / compound no.	49	50	51	52	53	54	55	56
CHRM4 PAM	-1	7	0	3	10	-3	6	-8
CHRM4 agonist	2	2	0	-1	1	0	2	1
CRFR2-BP ag	-0.4	-2.2	-0.8	-0.3	/	-3.1	-1.3	-0.2
M1 PAM	8	11	-4	1	/	7	13	16
M4 antag	-12	-17	2	-7	-22	1	8	-9
CHRM5 PAM	-4	-4	-1	-3	5	4	5	15
CHRM1 antagonist	-11	-16	-4	-20	/	4	-10	-2
M5 antag	-2	7	6	-3	1	2	-3	-7
CHRM5 agonist	-2	-2	-2	0	-2	1	-3	2

# Molecules above containing bromine, in the order listed:
28) COC(=O)[C@H](CCSC)NC(=O)Nc1cccc(Br)c1
41) S=c1[nH]nc(C2CCCCC2)n1/N=C/c1ccc(Br)cc1

Screen / compound no.	28	41
CHRM4 PAM	0	11
CHRM4 agonist	0	0
CRFR2-BP ag	-0.8	-1.7
M1 PAM	13	-3
M4 antag	-4	-3
CHRM5 PAM	-1	-6
CHRM1 antagonist	-19	-2
M5 antag	9	2
CHRM5 agonist	-4	-2

# The results go on:
57) Cc1cccc2c1CC(C)(C)N/C2=C\C(N)=O
58) O=C(Cn1c(=O)oc2cc(S(=O)(=O)N3CCCC3)ccc21)NC1CCCCC1
59) Cc1c(C=O)c2ccccc2n1CC(=O)NCc1ccc2c(c1)OCO2
60) N#CCC(=O)N/N=C/c1cn(Cc2ccc(Cl)c(Cl)c2)c2ccccc12

Screen / compound no.	57	58	59	60
CHRM4 PAM	0	-2	-6	2
CHRM4 agonist	0	0	5	0
CRFR2-BP ag	-4.0	0.3	-1.2	-1.7
M1 PAM	-2	6	-11	2
M4 antag	1	-8	4	-1
CHRM5 PAM	-2	-3	-12	3
CHRM1 antagonist	1	-6	19	-2
M5 antag	9	1	18	0
CHRM5 agonist	-1	2	-1	0

# Source: PubChem BioAssay
